Screens as filed in PubChem BioAssay.
RGS12 GoLoco inh = inhibitors of human Gai1-RGS12 GoLoco interaction (red fluorophore) | P63096 | Gai1:RGS12 GoLoco peptide FP, rhodamine, 10 min | Potency, µM (titrated, usually from 61.6 µM), inactives show at the highest dose activity, negative = inhibition, usual class: inhibitors | actives 0.44% (n = 230,000) | AID 880; active means well fitted inhibition curve with a large enough effect, not every such curve was filed as active; inactive means no such curve, though single readings can be large or run the other way; further: on the % scale 0 is the no-effect control and ±100 the full control effect; nearly all actives have a fitted effect of over 30% in size; many of its hits are not listed in these tables
Target sequence (P63096 whole entry, looked up): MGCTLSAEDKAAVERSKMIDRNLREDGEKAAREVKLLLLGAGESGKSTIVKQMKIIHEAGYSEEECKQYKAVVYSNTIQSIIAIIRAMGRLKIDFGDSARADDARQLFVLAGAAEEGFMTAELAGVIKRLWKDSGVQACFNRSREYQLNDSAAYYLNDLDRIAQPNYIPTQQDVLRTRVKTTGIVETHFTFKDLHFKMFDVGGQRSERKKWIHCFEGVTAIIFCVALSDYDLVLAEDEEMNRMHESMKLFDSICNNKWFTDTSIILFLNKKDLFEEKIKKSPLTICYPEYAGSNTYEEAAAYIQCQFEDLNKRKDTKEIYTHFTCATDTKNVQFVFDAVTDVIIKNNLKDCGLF
ALDH1A1 inh = inhibitors of human aldehyde dehydrogenase 1A1; P00352; Purified ALDH1A1, NADH fluorescence, propionaldehyde substrate; Potency, µM (highest dose often 75.3 µM), for the others: at the highest dose activity, negative = inhibition, hits mostly inhibitors; actives 7.3% (n = 220,000); AID 1030; active means well fitted inhibition curve with a large enough effect, not every such curve was filed as active; inconclusive means small, poorly fitted or top-dose-only effect, or another doubt; inactive means no such curve, though single readings can be large or run the other way;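 further: plate controls were no enzyme wells and a reference inhibitor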
Target sequence (P00352 whole entry, looked up): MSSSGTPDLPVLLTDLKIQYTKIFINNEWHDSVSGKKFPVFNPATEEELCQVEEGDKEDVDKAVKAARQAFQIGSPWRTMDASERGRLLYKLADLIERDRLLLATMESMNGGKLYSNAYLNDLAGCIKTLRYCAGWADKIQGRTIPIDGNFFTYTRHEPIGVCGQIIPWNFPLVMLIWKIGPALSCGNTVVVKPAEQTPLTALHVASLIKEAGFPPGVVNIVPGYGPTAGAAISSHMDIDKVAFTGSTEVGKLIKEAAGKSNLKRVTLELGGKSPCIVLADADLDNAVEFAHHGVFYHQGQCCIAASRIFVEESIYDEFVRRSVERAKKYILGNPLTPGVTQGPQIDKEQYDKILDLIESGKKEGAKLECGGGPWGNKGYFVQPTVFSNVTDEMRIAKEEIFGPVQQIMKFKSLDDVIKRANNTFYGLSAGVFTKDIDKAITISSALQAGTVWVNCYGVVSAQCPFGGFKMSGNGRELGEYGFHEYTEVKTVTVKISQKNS
RECQ1 inh = inhibitors of human RECQ1 DNA helicase; P46063; RECQ1 DNA unwinding, red fluorescence kinetic read; Potency, µM (titrated, usually from 57.3 µM), for the others: at the top dose activity, negative = inhibition, actives largely listed as inhibitors; actives 0.54% (n = 240,000); AID 2549;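 further: plate controls were vehicle for no effect and no enzyme for full effect; nearly all actives have a fitted effect of over 30% in size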
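50 nM RECQ1T1 preincubated 15 min with compound in Tris pH 8.0 buffer with MgCl2, DTT, Tween-20 and 2.5 ug/ml poly(dI-dC); started with 200 nM TAMRA/BHQ-2 forked duplex and 2 mM ATP. Unwinding read as fluorescence (525/598 nm), two reads 2 h apart.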
SMN2 splice up = enhancers of SMN2 splice variant expression. AID 1458. Potency, µM (titrated, usually from 46.1 µM), inactives show at the highest dose activity change, positive = activation, usual class: activators. actives 2.8% (n = 210,000). HEK293 SMN2-luciferase splicing reporter, luminescence, 30-36 h; further: % of control where 0% means no effect; nearly all actives have a fitted effect of over 55% in size
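HEK293 cells carry an SMN2 minigene-luciferase reporter in which exon 7 inclusion puts luciferase in frame. Cells were seeded at 2000 cells/well, attached for 10-12 hours, then exposed to compounds for 30-36 hours at 37C before ONE-Glo luminescence.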
LMNA splice mod = modulators of lamin A splicing; HeLa LMNA splicing GFP/RFP minigene ratio, 48 h; Potency, µM (doses to about 46.1 µM), for inactives: at the top dose ratio change, negative = inhibition, hits mostly inhibitors; actives 0.01% (n = 200,000); AID 1487; active means well fitted inhibition curve with a large enough effect in the signal ratio, with a control signal flat, not every such curve was filed as active; inconclusive means small, poorly fitted or top-dose-only effect, or effect the other way, or a change in a side signal; the % refers to the signal ratio; further: on the % scale 0 is the no-effect control and ±100 the full control effect
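S3 HeLa stable clones carrying a lamin A-EGFP splicing minigene plus DsRed2 were seeded at 600 cells/well in Opti-MEM with 2% FBS, pin-dosed and incubated 48 h at 37°C. Acumen cytometry (488 nm) gave the GFP/RFP total-intensity ratio.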
JMJD2E inh = inhibitors of human JMJD2E histone demethylase. actives 1.6% (n = 230,000). JMJD2E catalytic domain, FDH-coupled NADH fluorescence (FDH is formaldehyde dehydrogenase). Potency, µM (highest dose often 57.1 µM), without a hit: at the top dose activity change, negative = inhibition, usual class: inhibitors. B2RXH2; active means well fitted inhibition curve with a large enough effect, not every such curve was filed as active; inconclusive means small, poorly fitted or top-dose-only effect, or another doubt; inactive means no such curve, though single readings can be large or run the other way;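 further: 0% = wells with enzyme and -100% = buffer wells without enzyme; nearly all actives have a fitted effect of over 50% in size; many of its hits are not listed in these tables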
TR SRC2 fluor cs = counter-screen for TRb-SRC2 inhibitors: fluorescence interference | TRb/SRC2 Texas Red total fluorescence interference | AID 1479 | Potency, µM (doses to about 106 µM), without a hit: at the highest dose fluorescence change, negative = quenching | actives 0.29% (n = 280,000); active means well fitted curve in either direction with a large enough effect; inconclusive means small, poorly fitted or top-dose-only effect; further: on the % scale 0 is the no-effect control and ±100 the full control effect
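Human TRβ ligand-binding domain (0.6 uM) and Texas Red SRC2 peptide (20 nM) in Tris buffer with 1 uM T3 and 5% DMSO were incubated with pinned compound for 5 hr at ambient temperature. Total fluorescence was computed as S + 2P (555/632 nm).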
TRb-SRC2 inh = disrupts binding of human TR beta to SRC2 | actives 0.065% (n = 280,000) | P10828 | Potency, µM (titrated, usually from 106 µM), for the others: at the highest dose activity change, negative = inhibition, actives largely listed as inhibitors | AID 1469 | TRbeta-SRC2 peptide binding, fluorescence polarization; receptor liganded with 1 µM T3;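 further: plate controls were bound peptide for no effect and peptide without receptor for full effect; nearly all actives have a fitted effect of over 50% in size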
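Fluorescence polarization of 20 nM Texas Red SRC2 peptide (20-aa NR interaction domain) bound to 0.6 uM human TRb ligand-binding domain, with 1 uM T3, after 5 hr at ambient temperature; inhibition seen as decreased polarization.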
An asterisk follows results filed as active; i = inactive; ? = inconclusive; . = no result given; [ ] = dose if it differs, or a comment. Unless noted, the call rests on the fitted dose curve; in most records, active means well fitted curve in the direction sought with a large enough effect; inconclusive means small, poorly fitted or top-dose-only effect, or another doubt; inactive means no such curve, though single readings can be large; an effect the other way counts as inactive or inconclusive. Potency means the concentration at half of the fitted maximal effect. Not all compounds are listed; the hit share may differ from the screen's.

SMILES	RGS12 GoLoco inh	ALDH1A1 inh	RECQ1 inh	SMN2 splice up	LMNA splice mod	JMJD2E inh	TR SRC2 fluor cs	TRb-SRC2 inh
CC(c1ccco1)N(C(=O)Nc1ccc(Cl)cc1)c1ccccn1 (stereo not drawn)	-4.7%	7.1%	-5.1%	-5.3%	8.1%	6.1%	4.2%	1.1%
CCCCn1c(NCc2ccncc2)nc2ccccc21	6.6%	17.6%	3.2%	-9.7%	.	-4.4%	-4.3%	-7.1%
Cc1cc(C)cc(C(=O)NN2CCOCC2)c1	5.3%	10.7%	-0.1%	-3.5%	-11.4%	6.2%	-6.2%	0.1%
CC(C)OC(=O)CSc1nnc(-c2ccc(Cl)cc2Cl)o1	3.6%	-6.7%	-10.5%	17.8%	-7.0%	1.6%	1.3%	-5.3%
Cc1ccc(-c2csc3nc4c5ccccc5c(NCCCN(C)C)nn4c(=O)c23)cc1	14.6%	?	0.5%	-19.4%	?	?	-1.1%	1.1%
O=C(CSc1nc2ccccc2c(=O)n1Cc1ccc(F)cc1)NCc1cccs1	-2.7%	6.9%	4.0%	3.4%	2.5%	-1.4%	2.4%	5.0%
CC[C@H](C)[C@@H](NC(=O)O[C@@H]1Cc2cc(Br)ccc2O[C@H]1c1cccc(OC)c1)C(=O)OC	-4.6%	10.8%	-4.2%	4.1%	.	11.6%	-0.6%	1.7%
C=C(C)C(=O)Nc1ccc2c(c1)OCCOCCOCCO2	-3.8%	.	?	.	.	-8.4%	-1.8%	1.6%
CN(C)C=NC(=O)c1cc(C(=O)c2ccc(C(C)(C)C)cc2)c[nH]1	17.8%	?	-4.2%	3.16µM*	.	-5.1%	-4.1%	-6.1%
COc1ccc(S(=O)(=O)N2CCOCC2)cc1NC(=O)CO/N=C/c1ccccc1OC(F)F	-2.9%	23.4%	i	-18.6%	12.9%	?	-10.1%	-5.7%
O=[N+]([O-])c1ccc(OCc2cn([C@@H](CO)c3ccccc3)nn2)c(Br)c1	-8.0%	.	i	.	.	-3.5%	-0.8%	3.4%
CC(=O)c1sc(Nc2nc3ccc(F)cc3s2)nc1C	10.8%	?	-5.0%	12.6µM*	?	?	-4.6%	-11.5%
CCOc1cc(C2NC(=O)NC(c3ccccc3)=C2C(C)=O)ccc1OCC(N)=O (stereo not drawn)	-4.4%	?	-2.9%	0.5%	7.1%	-9.3%	-0.7%	6.1%
CCCCCn1c(SCCc2ccccc2)nc2c1c(=O)[nH]c(=O)n2C	8.7%	?	i	-9.6%	-1.8%	4.2%	1.0%	-11.3%
Cc1ccc(-c2noc(CCC(=O)NCc3ccco3)n2)cc1	27.4%	?	i	-0.8%	14.3%	-2.3%	-0.6%	-10.6%
CCOc1cc(/C=C2\C(=O)N(Cc3ccc(C)cc3)C(C)=C2C(=O)OC)ccc1O	-40.2%	?	-0.7%	-20.2%	-6.1%	3.6%	-1.6%	-7.7%
CCCCNC(=O)CCC(=O)Nc1ncc(-c2ccc(C)cc2)n1C	12.8%	-11.4%	-7.0%	8.0%	0.7%	-6.7%	0.2%	-0.1%
O=C(CSc1ccc2nnc(-c3ccc(Cl)cc3)n2n1)N1CCc2ccccc21	0.2%	?	i	7.4%	-10.1%	2.5%	0.0%	-0.8%
CC(C)=C1C2C=CC1C1C(=O)N(c3ccc4c(c3)OCO4)C(=O)C21 (stereo not drawn)	-27.0%	3.55µM*	-0.1%	-4.8%	-2.9%	-0.1%	-5.6%	-2.9%
Cc1[nH]n(-c2ccc([N+](=O)[O-])cc2)c(=O)c1C=NCC1CCCO1 (stereo not drawn)	-2.3%	3.4%	i	28.8%	-14.9%[46 µM]	-1.7%	-0.3%	-5.0%
CCc1ccc(C(=O)COC(=O)C(Cc2ccccc2)NC(=O)c2ccc(Cl)cc2)cc1 (stereo not drawn)	-0.1%	-4.9%	i	-6.4%	27.2%	9.1%	1.6%	-8.3%
Cc1cccc(NC(=O)Nc2ccc3c(c2)N(C)C(=O)CS3)n1	7.9%	?	-19.2%	4.2%	15.7%	-4.8%	-0.9%	-4.1%
O=C(O)COc1ccc2c(c1)O/C(=C\c1cccs1)C2=O	4.3%	.	-3.0%	.	.	?	-11.7%	-5.9%
O=S(=O)(NCCc1ccccn1)c1ccc(F)c(F)c1	-5.1%	1.6%	2.7%	-8.1%	-1.7%	0.4%	1.2%	5.7%
CCOC(=O)C1=C(C)N(C)C(C)=C(C(=O)OCC)C1c1ccccc1	8.2%	2.2%	-1.3%	16.3%	-6.5%	.	-1.7%	-9.6%
SMILES	RGS12 GoLoco inh	ALDH1A1 inh	RECQ1 inh	SMN2 splice up	LMNA splice mod	JMJD2E inh	TR SRC2 fluor cs	TRb-SRC2 inh
Cc1cc(CNC(=O)CCc2nnc(CCCCc3ccccc3)o2)nn1C	4.0%	-5.4%	-5.6%	.	?	0.8%	-0.1%	3.0%
Cc1ccccc1C(=O)Nc1nc2c(C)csc2c(=O)s1	-3.3%	.	-2.0%	.	.	?	-1.6%	-6.3%
OCC(Cc1ccccc1)NCc1ccccc1C(F)(F)F (stereo not drawn)	7.2%	-2.5%	9.6%	0.5%	3.3%	-4.8%	0.7%	-0.6%
O=C(COc1ccc(-c2ccccc2)cc1)NN=C1CCCC1	0.9%	?	-4.4%	8.0%	-19.6%[46 µM]	69.3%[activator]	0.4%	-4.3%
O=C(CSc1nnc2scc(-c3ccccc3)n12)NCC1CCCO1 (stereo not drawn)	3.1%	-9.5%	-5.5%	0.4%	6.0%	7.0%	1.5%	-7.9%
CN(c1ccccc1)S(=O)(=O)c1ccc(NC(=O)c2cccs2)cc1	13.9%	0.5%	-3.0%	17.6%	-13.7%[46 µM]	-4.2%	-4.1%	-4.4%
COc1nc(OC)nc(N2CCC(C(=O)NCc3cccs3)CC2)n1	1.2%	-0.8%	0.6%	1.8%	4.0%	0.2%	-1.7%	-4.1%
CCOC(=O)/C(N=Nc1c(C)n(C)n(-c2ccccc2)c1=O)=C(\C)O	11.1%	6.3%	-0.7%	-7.3%	?	-6.1%	-0.8%	3.4%
O=C(OCc1nc2ccccc2s1)c1ccc(Br)o1	14.2%	?	-3.5%	19.0%	0.0%[46 µM]	-1.1%	-4.1%	10.8%
CCOC(=O)c1ccc(C(=O)OCC)c(NC(=S)Nc2ccc([N+](=O)[O-])cc2OC)c1	5.2%	?	-11.5%	-40.7%[inhibitor]	-17.2%	-2.6%	1.8%	-12.3%
Cc1ccccc1OCC(=O)N/N=C/c1ccc2c(c1)OCCO2	-6.6%	?	-2.0%	12.3%	?	7.8%	-3.7%	-1.8%
CC(C)c1nc2ccc(NC(=O)C3CCCCC3)cc2[nH]1	9.5%	-2.0%	-1.7%	13.4%	-10.3%	-7.1%	-2.5%	-5.5%
CCc1ccc(N2CN(Cc3cccnc3)CNC2=S)cc1	11.3%	7.4%	0.3%	.	.	13.5%	-0.9%	-2.4%
COc1ccccc1NC(=O)c1ccccc1S(=O)(=O)c1ccccc1[N+](=O)[O-]	9.7%	6.5%	-5.3%	14.1%	-6.1%[46 µM]	-6.0%	0.3%	0.0%
COc1ccc2cc(C(=O)C3CCCN(C(=O)Cc4c(C)noc4C)C3)ccc2c1 (stereo not drawn)	0.0%	?	-5.1%	.	15.3%[46 µM]	?	-0.9%	-5.0%
Cn1c(=O)c2c(nc(Oc3ccc(-c4ccccc4)cc3)n2C)n(C)c1=O	2.9%	9.7%	-0.9%	?	8.6%	9.9%	-0.6%	-3.7%
COCCCN1C(=O)C(=O)/C(=C(/O)c2ccccc2)C1c1ccc(N(C)C)cc1 (stereo not drawn)	.	13.2%	18.6%	.	-3.5%	-2.4%	-6.0%	6.9%
CN(C(=O)COC(=O)c1ccc2ccccc2n1)C1CCS(=O)(=O)C1 (stereo not drawn)	-1.3%	-2.0%	i	7.3%	.	?	-0.3%	4.0%
CCN(CC)S(=O)(=O)c1cc(NC(=O)C(C)Nc2ccccc2N2CCOCC2)ccc1C (stereo not drawn)	11.3%	-5.4%	-6.7%	1.7%	?	-3.4%	0.2%	-0.9%
COc1ccc(OCCC(=O)OCC(=O)c2ccc[nH]2)cc1	15.4%	8.9%	i	.	.	-2.7%	3.2%	-1.1%
O=C(CSCc1ccc(Br)cc1)N1CCOCC1	-10.6%	-1.4%	-1.7%	-0.4%	5.6%	2.8%	1.7%	-13.1%
Cc1nnsc1C(=O)NNS(=O)(=O)c1ccccc1	-8.2%	?	-4.6%	-8.6%	19.1%	-5.8%	-0.5%	-12.2%
N#CCCn1c(SCC(=O)NCc2ccco2)nc2ccccc21	10.8%	?	-3.6%	-3.2%	4.7%	-6.5%	-3.8%	-2.1%
CCOC(=O)c1[nH]c(=O)[nH]c1CN(Cc1ccco1)Cc1[nH]c(=O)[nH]c1C(=O)OCC	11.1%	6.8%	-3.3%	.	.	4.3%	-2.7%	1.3%
CC(NC(=O)c1ccco1)C(=O)Nc1nc(-c2ccccn2)cs1 (stereo not drawn)	5.4%	?	i	-14.0%	-1.3%	6.5%	-1.3%	2.4%
CC(C)(C)c1cc(CN2CCCCC2)cc(C(C)(C)C)c1O	-4.7%	14.1µM*	-3.0%	.	9.9%	?	4.3%	4.9%
Cc1c(C)[n+](=O)c(-c2ccc(Br)cc2)c(C)n1[O-]	12.8%	.	-15.4%	.	.	0.6%	-2.2%	11.8%
Cc1nn(C(=O)c2cccnc2)c(C)c1Sc1ccc(Br)cc1	2.5%	-4.5%	-19.5%	-15.5%	11.0%	2.4%	-1.2%	4.9%
